Bioassay records deposited in PubChem BioAssay by several laboratories.
proCasp3 act: activators of human procaspase-3 D3A mutant, primary screen, biochemical, absorbance, PC-3 D3A mutant, single concentration; recombinant procaspase-3 D3A, Ac-DEVD-pNA absorbance 405 nm; activation, % at 8.5 µM; actives 0.11% (n = 330,000);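 active = activation above the mean of all tested compounds plus 3 SD, cut at about 21% in these data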;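 note: 0% = DMSO alone and 100% = DMSO wells spiked with extra 5 µM PC-3 D3A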
Target sequence (P42574 whole entry D9A/D28A/D175A): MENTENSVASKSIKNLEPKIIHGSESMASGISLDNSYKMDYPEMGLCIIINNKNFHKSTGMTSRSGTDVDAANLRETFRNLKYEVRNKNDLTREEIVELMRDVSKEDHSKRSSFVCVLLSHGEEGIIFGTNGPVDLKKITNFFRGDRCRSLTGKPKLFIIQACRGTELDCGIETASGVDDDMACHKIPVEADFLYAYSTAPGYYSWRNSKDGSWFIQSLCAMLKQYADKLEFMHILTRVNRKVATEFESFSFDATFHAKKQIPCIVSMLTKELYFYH
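System: Procaspase-3 D3A mutant. Medium: Zinc-free 300 mM NaCl, 50 mM HEPES, 0.01% Triton X-100. Schedule: 1 h preincubation plus 2 h reaction at 25 °C. Measured by: 405 nm absorbance of p-nitroaniline, reads at 0 and 120 min. Read-out: percent activation relative to control range.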
VLA-4 inh: inhibition in human VLA-4 binding assay, primary screen, VLA-4 allosteric modulator project, MLPCN library, flow cytometry, VLA-4 expressing cells | inhibition, % (about 7 µM as worked out from the volumes in the protocol) | actives 0.2% (n = 330,000) | ligand binding flow cytometry | Integrin alpha-4 (Homo sapiens), P13612; in the data active = inhibition above about 50%
HCV core dimer: inhibitors of HCV core protein dimerization, primary screen, biochemical, TR-FRET, high-throughput; TR-FRET GST/Flag-core106 dimerization, 1536-well; actives 0.33% (n = 300,000); inhibition, % at 5 µM;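 active = inhibition above the mean of all tested compounds plus 3 SD, set per screening campaign, cut at about 45% in these data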
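assay system = GST-tagged and Flag-tagged HCV core protein residues 1-106 | controls = unlabelled core106 and no-GST-core106 wells | incubation = compound-protein-antibody incubation 4 h at 22.5 °C | probe or stimulus = Eu donor and XL665 acceptor anti-tag antibodies | read-out = % inhibition based on acceptor/donor emission ratio | signal = TR-FRET 671 and 617 nm emission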
PP1 counter: PP1-alpha phosphatase inhibitors, primary screen, counter-screen for PP5 inhibitor project, biochemical, fluorescence, OMFP substrate, single point | Serine/threonine-protein phosphatase PP1-alpha catalytic subunit (Homo sapiens), P62136 | purified PP1alpha | inhibition, % at 6.7 µM | actives 0.9% (n = 320,000) | AID 2235, 2010;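 active = inhibition above the mean inhibition of all tested compounds plus 3 SD, computed separately for each screening campaign, cut at about 15% in these data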
proCasp7 act: procaspase-7 activators, primary screen, counter-screen for procaspase-3 activator project, biochemical, absorbance, HTS, human. actives 0.093% (n = 330,000). activation, % at 8.5 µM. recombinant procaspase-7, Ac-DEVD-pNA absorbance 405 nm; D23A/D198A/D206A triple mutant, cannot self-cleave; scale: DMSO 0, 5 µM enzyme 100;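 active = percent activation above the screen-wide mean plus 3 SD, cut at about 25% in these data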
Target sequence (P55210 whole entry D23A/D198A/D206A): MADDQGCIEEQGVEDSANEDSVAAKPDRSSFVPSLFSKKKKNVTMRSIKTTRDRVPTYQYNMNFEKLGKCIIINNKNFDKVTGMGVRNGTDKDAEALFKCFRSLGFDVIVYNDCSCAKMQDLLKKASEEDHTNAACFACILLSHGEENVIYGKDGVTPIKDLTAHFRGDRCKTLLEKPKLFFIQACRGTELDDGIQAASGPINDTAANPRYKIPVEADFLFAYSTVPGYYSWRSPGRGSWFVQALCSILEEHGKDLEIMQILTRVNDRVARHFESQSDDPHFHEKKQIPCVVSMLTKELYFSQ
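System: Uncleavable procaspase-7 mutant enzyme; Amount: 2 µM procaspase-7 mutant as dispensed; Schedule: 1 h compound preincubation, 2 h substrate cleavage, 25 °C; Measured by: 405 nm absorbance of p-nitroaniline; Evaluation: percent activation from buffer-corrected 0–120 min absorbance change; Control set: low DMSO alone, high DMSO plus 5 µM PC-7.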
PP5 inh: PP5 phosphatase inhibitors, primary screen, biochemical, fluorescence; Serine/threonine-protein phosphatase 5 (Homo sapiens), P53041; purified PP5c, OMFP substrate fluorescence; inhibition, % at 6.7 µM; actives 0.18% (n = 320,000);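 active = inhibition above the campaign's mean inhibition across all tested compounds plus 3 SD, cut at about 9.5% in these data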;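 note: 0% = DMSO only and 100% = 100 µM cantharidin control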
GASC-1 inh: inhibitors of GASC-1 histone demethylase, primary screen, biochemical, fluorescence, DELFIA europium; Lysine-specific demethylase 4C (Homo sapiens), Q9H3R0; GST-JMJD2C(1-420) H3K9me3 demethylation; inhibition, % at 2.35 µM; actives 0.069% (n = 330,000); AID 2099, 2009;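 active = more than half of a compound's replicate wells show inhibition beyond 50%, single wells judged on their own value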;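 note: signal counts dimethyl H3K9 product captured on neutravidin plate; 0% = median of DMSO wells and 100% = 0.3 times that DMSO median; strong numbers were not always called active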
Target sequence (Q9H3R0 1-420 limits assumed): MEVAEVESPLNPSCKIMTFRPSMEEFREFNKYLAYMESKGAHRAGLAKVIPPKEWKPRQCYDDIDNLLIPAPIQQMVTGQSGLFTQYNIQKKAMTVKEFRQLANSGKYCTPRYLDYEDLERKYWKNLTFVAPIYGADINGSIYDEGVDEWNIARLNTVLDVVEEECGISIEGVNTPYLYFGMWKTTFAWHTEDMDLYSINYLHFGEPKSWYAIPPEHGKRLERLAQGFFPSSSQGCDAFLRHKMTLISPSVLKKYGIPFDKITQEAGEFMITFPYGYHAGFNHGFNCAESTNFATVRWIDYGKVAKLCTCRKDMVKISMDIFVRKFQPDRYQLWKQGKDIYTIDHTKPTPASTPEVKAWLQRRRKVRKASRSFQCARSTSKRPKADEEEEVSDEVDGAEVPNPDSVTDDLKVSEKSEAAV
GRK2 inh: compounds blocking aptamer binding on GRK2 – biochemical, human GRK2, bead flow cytometry, HTS, primary screen. inhibition of aptamer binding, % at 10 µM. actives 0.59% (n = 330,000). FAM-aptamer displacement from GRK2. AID 488847, 2010. Beta-adrenergic receptor kinase 1 (Homo sapiens), P25098;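 active = inhibition of aptamer binding above 40%, roughly 3 SD of noise, on plates passing a quality check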;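 note: median bead fluorescence of bound FAM aptamer so fluorescent compounds give negative values; no value below 0 was filed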
CTSL1 counter: Fasciola hepatica cathepsin L1 inhibitors, primary screen, counter-screen for PFM18AAP inhibitor project, biochemical, QFRET, fluorogenic peptide substrate; recombinant F. hepatica cathepsin L1, Z-Leu-Arg-MCA fluorescence; inhibition, % at 5.96 µM; actives 0.49% (n = 300,000);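 active = inhibition above the mean of all tested compounds plus 3 SD, set per screening campaign, cut at about 17% in these data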;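 note: 0% = plate median of test compound wells and 100% = 1 µM Z-Phe-Ala-diazomethylketone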
Active calls of the source: *; / = not tested or not shown. An unsorted share of the library; overall some 2.6% were active at least once.

SMILES | proCasp3 act | VLA-4 inh | HCV core dimer | PP1 counter | proCasp7 act | PP5 inh | GASC-1 inh | GRK2 inh | CTSL1 counter
Cc1ccc2c(c1)N(CC(=O)NC1CCCC1)C(=O)c1cccnc1O2 | 11 | 42 | 2 | -1 | 2 | 1.5 | 4 | 5 | 0
Cc1[nH]nc(N)c1-c1ccc(Cl)cc1 | 3 | 15 | 5 | 1 | 14 | 1.0 | 1 | 1 | 0
N#C/C(=C\c1ccc(Cl)c([N+](=O)[O-])c1)c1ccccn1 | 10 | 40 | -1 | -1 | -2 | 1.5 | 5 | 0 | -5
CCOC(=O)c1oc2ccc(Br)cc2c1COC(=O)C1=COCCO1 | 16 | 2 | -1 | -1 | 4 | 2.4 | 0 | 2 | 0
CCCCCCNc1c(C(=O)OCC)c(=O)[nH]c2ccccc12 | -7 | 5 | 5 | -1 | 5 | -0.9 | 7 | 1 | -7
Cc1ccc(C)c(NC(=O)C2CC(=O)N(C(C)C)C2)c1 (stereo not drawn) | 3 | 18 | 4 | -2 | 4 | -1.6 | -10 | 2 | 3
CN1CCN(C(=O)CN(C2CCCCC2)S(=O)(=O)c2ccc(Br)cc2)CC1 | 11 | -8 | 0 | -1 | 6 | 1.8 | 8 | 0 | 0
CCC(=O)Nc1sc(Cc2ccc3c(c2)OCO3)c(C)c1C(N)=O | -4 | -4 | 2 | 3 | -17 | 0.5 | -4 | 0 | 0
CNC(=O)NC(=O)COC(=O)c1cccc(S(=O)(=O)N2CC3(C)CC2CC(C)(C)C3)c1 (stereo not drawn) | -3 | 3 | 6 | -4 | 2 | 1.1 | 40 | 1 | 0
Cc1cc(/C=N/NC(=O)Cn2c3ccccc3c(=O)c3ccccc32)c(C)n1-c1ccccc1 | -7 | 6 | 62* | 14 | 1 | 1.3 | 0 | 0 | 1
Cc1nn(-c2ccccc2)c(Cl)c1C(=O)Nc1ccc(N2CCOCC2)cc1 | 5 | 14 | -2 | 2 | 2 | -0.1 | 3 | 2 | 3
Cc1cc(/C=C(\C#N)C(=O)OCC#N)c(C)n1CC(C)C | 10 | 3 | 2 | 1 | -4 | 0.4 | 0 | 1 | 4
CC(=O)Nc1ccc(S(=O)(=O)Nc2cccc(NC(=O)C(C)(C)C)c2)cc1 | 6 | 0 | -5 | -4 | -5 | 3.0 | 5 | 1 | -3
O=C(NCCN1CCN(c2ccccc2F)CC1)C1CCCN(S(=O)(=O)c2cnc[nH]2)C1 (stereo not drawn) | 3 | 5 | -1 | 0 | 0 | -2.7 | 11 | 1 | 1
Nc1nnc(SCC(=O)NC2CCCCC2)s1 | 6 | 13 | 0 | -1 | 6 | 1.0 | 2 | 2 | 0
Cc1nc(NC(C)C)c2cnn(CCc3ccccc3)c2n1 | 5 | 0 | -1 | -4 | 18 | 0.9 | 1 | 1 | 2
O=C(COC(=O)c1cc([N+](=O)[O-])ccc1NCCO)NCc1cccs1 | 12 | 13 | 3 | -8 | 8 | -1.4 | 10 | 0 | -3
O=C1OCCN1CCNCc1cn(-c2ccc(F)cc2)nc1-c1ccccc1Cl | 8 | 5 | -7 | -1 | 1 | 3.1 | -4 | 27 | -4
C=CCNC(=S)NNC(=O)CC12CC3CC(CC(C3)C1)C2 | 2 | -1 | -4 | -3 | 9 | 0.7 | 0 | 1 | 7
COc1ccc(C(=O)Cc2cnn(-c3ccccc3)c2)c(O)c1 | 2 | 1 | 0 | 8 | 3 | 3.9 | 3 | 1 | -3
O=C(CO/N=C/c1ccc(OC(F)F)cc1)NC1CCCCCC1 | -3 | -3 | 4 | -1 | 5 | 2.0 | 4 | 0 | 4
CC1(C)OC(=O)C(=CNCC(=O)NCC(=O)O)C(=O)O1 | 5 | 1 | 2 | 1 | -2 | -0.7 | 8 | 0 | -2
O=C(NC(=S)Nc1cccnc1)c1cc2ccccc2o1 | 3 | 9 | 6 | 0 | -3 | 3.1 | 1 | 0 | -3
NC(=O)CSc1nnc(-c2cc3ccccc3o2)n1Cc1ccccc1 | -6 | 16 | -7 | -3 | 0 | 2.0 | -13 | 1 | 5
CCOc1ccccc1NC(=O)Cn1c(=O)oc2ccccc21 | 2 | 0 | -3 | -2 | 9 | -2.6 | -5 | 1 | -3
SMILES | proCasp3 act | VLA-4 inh | HCV core dimer | PP1 counter | proCasp7 act | PP5 inh | GASC-1 inh | GRK2 inh | CTSL1 counter
Cc1ccc(NS(=O)(=O)c2cc(C(=O)NCc3ccccn3)ccc2Cl)cc1 | 5 | -5 | -3 | -2 | 3 | 0.8 | -7 | 1 | -2
O=c1[nH]nc(Cc2ncc(C(F)(F)F)cc2Cl)c2ccccc12 | 3 | 0 | -3 | 2 | 0 | 1.9 | 3 | 0 | -4
CN1C(=O)c2cccc(NC(=O)C3CCCCC3)c2C1=O | 5 | -9 | -5 | 0 | -3 | 2.7 | -9 | 1 | 7
COc1ccc(CNC(=O)CSc2cc(=O)n(C)c3ccccc23)cc1 | -1 | 23 | -13 | 0 | 0 | 2.4 | 0 | 0 | -1
COc1ccc(C(=O)Nc2ccccc2C(=O)N2CCOCC2)cc1 | -3 | -9 | -5 | 0 | 4 | 0.5 | 3 | 2 | -4
COc1cc(OC)cc(C2=NCCN2)c1 | 11 | 3 | -5 | -2 | -10 | -1.0 | 2 | 1 | 0
COc1ccc(NC(=O)c2cc(S(=O)(=O)N3CCCC3)c[nH]2)cc1 | 8 | -10 | -1 | -3 | 8 | -0.3 | -7 | 4 | 0
COc1cc(CCCN2C(N)=NC[C@@H]2Cc2ccc(O)cc2)cc(OC)c1OC | -3 | -10 | -14 | -1 | -6 | 1.1 | 2 | 1 | -4
O=C(CCCN1C(=O)/C(=C/c2ccccc2Cl)SC1=S)Nc1ccccn1 | -6 | 22 | 12 | 6 | 2 | -1.6 | -8 | 0 | 2
COc1ccc(Nc2nnc(-c3ccccc3)c3ccccc23)cc1C(=O)N1CCCCC1 | -2 | 11 | 8 | 0 | 2 | 4.7 | 20 | 1 | 4
Cc1cccc(C)c1NC(=O)NN1C(C)CCCC1C (stereo not drawn) | -3 | -2 | -12 | 1 | 0 | 2.9 | 4 | 2 | 2
COc1ccc(NC(=O)C/C(C)=N/NC(=O)c2ccncc2)c([N+](=O)[O-])c1 | 5 | 1 | 0 | 0 | -4 | 1.8 | -13 | 0 | -3
Cc1ccc(S(=O)(=O)NC2CC2)cc1 | 0 | 10 | 1 | 0 | 2 | 2.3 | -6 | 2 | -1
CC(=O)NC(NC(=S)Nc1ccc(S(N)(=O)=O)cc1)C(Cl)(Cl)Cl (stereo not drawn) | -8 | 2 | -3 | -9 | 4 | -0.5 | 11 | 2 | -2
COCCNC(=O)COc1ccc(N(C)S(=O)(=O)c2ccc3ccccc3c2)cc1 | -7 | -11 | 7 | -1 | 2 | 0.6 | -11 | 0 | -2
CN(CC(=O)Nc1ccc(Cl)cc1)S(=O)(=O)c1cccc2cccnc12 | 5 | 32 | 2 | -4 | 5 | 1.9 | -3 | 0 | 1
COCCn1c(SCC(=O)Nc2sccc2C(N)=O)nnc1-c1ccncc1 | 5 | -18 | 2 | -5 | -9 | 3.4 | / | 2 | 8
CCCC1=Nc2cc(C(=O)NCCN3CCCC3)ccc2Sc2ccccc21 | 1 | 22 | -9 | -2 | 2 | 1.4 | -9 | 0 | -3
CNC(=O)C1CN(C(=O)c2cccc(S(=O)(=O)N3c4ccccc4CC3C)c2)c2ccccc2O1 (stereo not drawn) | 5 | 4 | / | -3 | 7 | 1.2 | -9 | 1 | /
CCN(CC)C(=O)Cn1cc(S(=O)(=O)Cc2cccc([N+](=O)[O-])c2)c2ccccc21 | -2 | 25 | 4 | -7 | 14 | 2.3 | -18 | 5 | -5
Cc1ccc(NS(=O)(=O)c2cccc(C(=O)NCC(c3ccco3)N3CCCCC3)c2)cc1 (stereo not drawn) | 0 | 27 | 2 | -1 | 2 | 2.5 | 7 | 0 | 2
CC(=O)C(Cc1ccccc1)NC(=O)CN1CCc2ccccc2C1 (stereo not drawn) | 8 | 8 | -1 | -3 | -2 | 0.9 | -8 | 0 | 0
CC(C)c1ccccc1NC(=O)COC(=O)c1c2c(nc3ccccc13)CCN(Cc1ccccc1)C2 | -1 | -28 | 12 | 10 | 8 | 1.9 | 8 | 0 | 1
COc1ccccc1CNC(=O)COC(=O)c1ccc(N2CCCC2=O)cc1 | 5 | 1 | / | 0 | -1 | -0.1 | 11 | 1 | /
COc1ccc(C)cc1NC(=O)C(Sc1nnnn1C)c1ccccc1 (stereo not drawn) | 11 | 3 | 2 | 0 | 7 | -3.1 | -11 | 3 | -3

Of the compounds above, 2 have a cyano group:
SMILES | proCasp3 act | VLA-4 inh | HCV core dimer | PP1 counter | proCasp7 act | PP5 inh | GASC-1 inh | GRK2 inh | CTSL1 counter
N#C/C(=C\c1ccc(Cl)c([N+](=O)[O-])c1)c1ccccn1 | 10 | 40 | -1 | -1 | -2 | 1.5 | 5 | 0 | -5
Cc1cc(/C=C(\C#N)C(=O)OCC#N)c(C)n1CC(C)C | 10 | 3 | 2 | 1 | -4 | 0.4 | 0 | 1 | 4

(continued)
SMILES | proCasp3 act | VLA-4 inh | HCV core dimer | PP1 counter | proCasp7 act | PP5 inh | GASC-1 inh | GRK2 inh | CTSL1 counter
COc1ccccc1CNS(=O)(=O)c1c(C)nc2sccn2c1=O | 7 | -3 | 8 | -3 | -1 | -1.2 | 8 | 0 | -3
C/C(=N\NC(=O)c1c[nH]c2ccccc12)c1ccccn1 | -1 | 2 | 0 | -1 | -9 | -1.0 | 2 | 1 | -2
COC(=O)C1=C(C)NC2=C(C(=O)CC(C)(C)C2)C1c1cccc(C)n1 (stereo not drawn) | 7 | 9 | -2 | -4 | 3 | -1.7 | -8 | 0 | 2
CCOC(=O)C1CCN(S(=O)(=O)c2cccc(-c3cn4cc(Cl)ccc4n3)c2)CC1 | -10 | 1 | 21 | 5 | -4 | 4.3 | 41 | 0 | -1
COc1cccc(CN(c2ccc3c(c2)CCC3)S(=O)(=O)c2ccc(-n3cnnn3)c(OC)c2)c1 | 2 | 1 | 12 | 6 | -8 | 2.4 | 0 | 4 | -3
CCOc1ccccc1NC(=S)N1CCC(NC(=O)C(C)(C)C)CC1 | -2 | -1 | -2 | -3 | 12 | 0.3 | 7 | 0 | 17
COc1cccc(CN2CCN(C(=O)c3ccco3)CC2)c1OC | 1 | 9 | -3 | -1 | 7 | -0.2 | -5 | 2 | 0
